# mcGAS MS inh: blocks mouse cGAS cGAMP production | inhibition, % at 12.5 µM | Q8C6L5 | hit rate 0.18% among 130,000 | recombinant mouse cGAS, cGAMP by RapidFire MS | AID 1259397;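 active means inhibition of cGAS enzyme activity at or above 60%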;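 further: enzyme stimulated by 45 bp dsDNA with ATP and GTP substrates; cGAMP share of summed cGAMP plus half ATP and half GTP signals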
# Target sequence (Q8C6L5 whole entry, looked up): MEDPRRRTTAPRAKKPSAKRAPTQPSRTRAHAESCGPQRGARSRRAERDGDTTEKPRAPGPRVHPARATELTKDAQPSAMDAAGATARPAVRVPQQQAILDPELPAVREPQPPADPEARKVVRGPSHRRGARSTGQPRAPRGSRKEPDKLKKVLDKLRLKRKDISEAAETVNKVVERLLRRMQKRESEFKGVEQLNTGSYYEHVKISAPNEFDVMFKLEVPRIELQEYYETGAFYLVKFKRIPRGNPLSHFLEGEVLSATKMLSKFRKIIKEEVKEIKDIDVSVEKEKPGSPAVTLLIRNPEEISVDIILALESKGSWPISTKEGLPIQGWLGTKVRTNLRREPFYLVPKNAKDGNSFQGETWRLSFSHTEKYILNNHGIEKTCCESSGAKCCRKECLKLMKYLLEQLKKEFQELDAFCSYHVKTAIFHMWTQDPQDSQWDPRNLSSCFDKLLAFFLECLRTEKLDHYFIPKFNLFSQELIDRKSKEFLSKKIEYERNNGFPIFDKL
# Starred values were filed as active, the others as inactive; & = joins results of further samples. The list is partial. The share of hits here may be higher or lower than overall.
SMILES,mcGAS MS inh
CCc1ccc(Cl)c(CC)c1NC(=O)N1CCN(c2ccc(O)cc2)CC1,-29.1
O=C(Nc1cccc(-c2ccco2)c1)C1CCN(C(=O)c2ccoc2)CC1,-1.9
CCN1CC(CNC(=O)c2cccc(OC3CCN(C(=O)C4CC4)CC3)c2)CC1=O (stereo not given),-2.5
Cc1ccc(CN2CCN(c3nc4c(c(=O)[nH]c(=O)n4C)n3Cc3ccc(C)cc3)CC2)cc1,-3.3
N#Cc1ccc(NC(=O)CS(=O)CCC23CC4CC(CC(C4)C2)C3)cc1 (stereo not given),-4.6
C=CCn1c(=O)c2c(nc3n2CCN3c2ccc(Cl)cc2)n(C)c1=O,-4.7
O=C(c1ccc(Cl)c(F)c1)N1CCOC(Cc2ccccc2)C1 (stereo not given),-2.2
COC(=O)c1cc(S(=O)(=O)N2CC(C)OC(C)C2)c(Br)s1 (stereo not given),-7.3
O=C(NC1CCN(C(=O)Cc2ccc3c(c2)CCC3)CC1)c1ccncc1,-1.4
O=C(NCC1COc2ccccc2O1)c1ccc(Nc2cccc(C(F)(F)F)c2)nc1 (stereo not given),-7.0
COc1ccccc1CN1CC(C(=O)NCCc2ccccc2Cl)CCC1=O (stereo not given),-5.9
CCc1ccc(CN(C)C(=O)Cc2ccc(S(=O)(=O)N3CCCC3)s2)cc1,-2.7
CCOc1cc(/C=N\n2cnnc2)cc(Br)c1OCc1ccccc1,-29.1
CC1CN(c2ccc(NC(=O)NCc3ccc(-n4cncn4)nc3)cc2F)CC(C)O1 (stereo not given),-1.5
CC(=O)c1cc(C(c2csc(C(C)=O)c2)c2csc(C(C)=O)c2)cs1,-9.0
O=C(CSc1ccc(NC(=O)c2cccc(F)c2)nn1)NCc1ccccc1,6.4
COc1cc(C)c(S(=O)(=O)N(C)c2ccccn2)c(C)c1,-7.0
O=C(O)Cc1c(C(=O)O)nnn1-c1ccc(Br)cc1,-0.3
O=C(C1CCN(S(=O)(=O)N2CCOCC2)CC1)N1CCCC1,-5.3
O=C(NCCCNc1cc(=O)oc2ccccc12)c1cccnc1,-7.8
O=C(NC1CC1)c1cc2n(n1)CCN(c1cc(N3CCCCC3)ncn1)C2,-10.9
CN(CCn1ccc2ccccc21)C(=O)C1=NNC(=O)CC1,1.9
COCOc1cccc(CN2CCC2(C)C(=O)N2CCN(C(C)=O)CC2)c1 (stereo not given),-10.1
Cc1cc(-n2cnnc2CCc2ccccc2)n(C)n1,-41.7
CCOC(=O)C1CSCCN1Cc1coc(-c2ccc(OC)cc2)n1 (stereo not given),-11.5
CCCCCCCCCCCCCCCC(=O)OC[C@H](NC(=O)C(Cl)Cl)[C@H](O)c1ccc([N+](=O)[O-])cc1,2.3
CCC(=O)Nc1cc(Cl)ccc1C(=O)NC(C)CCn1cccn1 (stereo not given),-20.9
CN1CCC(NC(=O)c2cc3cc(C(F)(F)F)ccc3n2C)C1=O (stereo not given),-9.3
COC(=O)Cn1cnc2c(nnn2Cc2ccc(Cl)cc2)c1=O,4.6
O=C(CN1Cc2ccccc2C1)Nc1cc(C2CCCC2)[nH]n1,-11.0
O=S(=O)(c1ccc(SCc2cc(Cl)c3c(c2)OCCO3)nc1)N1CCCC1,-6.7
Cc1ccn2c(C(=O)NC3CC(=O)N(Cc4cccc(F)c4)C3)nnc2n1 (stereo not given),-23.6
CC1C2=C(CC(C)(C)CC2=O)OC(=N)C1C#N (stereo not given),-6.0
O=C(O)Cc1noc2ccccc12,-33.4
N#CC(C#N)=Cc1cn(CCC(=O)O)nc1-c1ccc(Cl)cc1,-4.5
O=S(=O)(CC1CC1)c1ncc(CN2CCSCC2)n1CC1CCCCC1,-8.0
CC1(C(=O)NS(=O)(=O)c2ccc(Cl)cc2)CCN1C(=O)c1ccc(C2CCCCC2)cc1 (stereo not given),-6.9
Cc1ccc2c(=O)c(C(=O)NC3CCCc4occc43)cn(C)c2n1 (stereo not given),-6.2
N#CCCN(C(=O)CSc1nnc2n1CCCCC2)c1cccc(Cl)c1,-4.7
O=c1[nH]c(-c2cccnc2)nc2c1CCN(S(=O)(=O)N1CCCC1)C2,-7.0
COc1ccc(CCN(C)CCCC(C#N)(c2ccc(OC)c(OC)c2)C(C)C)cc1OC (stereo not given),-16.5&-8.6&-2.0
O=C1NC(=S)N(c2ccccc2Cl)C12CCCCC2,-1.7
CCOC(=O)C1(Cc2ccccc2F)CCCN(Cc2cnc(SC)nc2)C1 (stereo not given),-7.2
N#CC1(c2ccccc2)CCN(C(=O)C2CC=CCC2C(=O)NC2CCN(Cc3ccccc3)C2)CC1 (stereo not given),0.4
OCCCn1cnc(-c2ccccc2)c1-c1cccn1-c1ccccn1,-13.7
CN1CCC(C)(CNC(=O)c2ccc(Cn3cccn3)o2)C1 (stereo not given),-11.6
CC(C)Cn1c(=O)[nH]c(=O)c2c1nc1n2CCCCC1,-6.1&-1.5
NC(=O)Nc1cccc(CNC(=O)CCc2ccccc2Br)c1,8.4

# Reprinted from the part before: 3 entries, followed by the next part.
SMILES,mcGAS MS inh
CN1CCC(C)(CNC(=O)c2ccc(Cn3cccn3)o2)C1 (stereo not given),-11.6
CC(C)Cn1c(=O)[nH]c(=O)c2c1nc1n2CCCCC1,-6.1&-1.5
NC(=O)Nc1cccc(CNC(=O)CCc2ccccc2Br)c1,8.4
CCN1CCN(C(c2ccc(OC)cc2)C2Sc3nc(C)nn3C2=O)CC1 (stereo not given),-4.0
C=CCn1c(N)c(S(=O)(=O)c2ccccc2)c2nc3ccccc3nc21,-6.8
CN(CCNC(=O)C1(c2ccccc2F)CC1)S(C)(=O)=O,-8.1
Cc1nc(C)c(CCNc2ccc(S(N)(=O)=O)cc2C#N)s1,-3.5
CCCC(C)CC(=O)NS(=O)(=O)CCCF (stereo not given),0.6
CC(=O)Nc1ccc(/C=C/C(=O)N2CCNC(=O)C2C(C)C)cc1 (stereo not given),-31.7
COc1ccc(-c2ccc(=O)n(CCCNC(=O)c3cccs3)n2)cc1,1.8
CCc1cccc(C)c1NCc1ccc(-n2ccnc2)nc1,-6.3
Cc1cc(NC(=O)Cc2ccc3c(c2)CCC3)ccc1N1CCCC1=O,-18.7
Cc1ccc(-c2ccc(=O)[nH]n2)cc1-n1cnnc1,-3.4
Cc1nnc(SCc2cccs2)[nH]c1=O,15.7
O=C1N(Cc2ccccc2)C(c2ccc(C(F)(F)F)cc2)C1(F)F (stereo not given),-7.6
CN(C)CCNc1nc(C(F)(F)F)nc2ccsc12,-8.0&-6.7
CC(C)c1ccc(OCCN(C)Cc2cc3n(n2)CCCNC3)cc1,-8.4
Cc1cccc(-c2noc(CN(C)Cc3cc4n(n3)CCNC4)n2)c1,-12.0
CC(=O)Nc1nc(C(=O)N(C)C2CCC(c3ccccc3)CC2)cs1 (stereo not given),1.0
Cc1nn(C(C)(C)C)c2nc(C3CC3)cc(C(=O)N(C)c3nccs3)c12,0.9
Cc1nc(-c2ccccc2C)n(Cc2cc(=O)n(C)c(=O)n2C)n1,-8.6
O=C(NCCc1ccccc1F)C1CC=CCC1C(=O)N1CCN(c2ccccn2)CC1 (stereo not given),-2.3
O=C(c1c(O)cccc1O)N1CCN(CCn2cncn2)CC1,-4.6
CCc1nn(C)c(Cl)c1CN1CCCN(c2ccnc(C)c2)CC1,-11.8
c1sc(N2CCCCC2)nc1C12CC3CC(CC(C3)C1)C2,-3.6
CN(C)S(=O)(=O)c1cccc(COC(=O)c2cc3c(s2)CCCC3)c1,-12.4
CC(Oc1ccc(OCc2ncc(-c3cccs3)o2)cc1)C(N)=O (stereo not given),15.1
Cc1n[nH]c(C)c1CCC(=O)N1CCNCC(CC(=O)O)C1 (stereo not given),-18.0
Cc1noc(C)c1CN(Cc1ccccc1Cl)C1CCCC1,-3.8
CN(CC(=O)Nc1cc(Cl)ccc1F)c1nccs1,-1.1
COC(=O)[C@@H]1NC(c2ccccc2)C(C(=O)c2ccc(C)cc2)[C@H]1c1ccccc1 (stereo not given in full),-10.8
CCOC(=O)c1ccc(N=Cc2c(C(F)(F)F)[nH]n(-c3nc4ccccc4s3)c2=O)cc1,22.8
NC(=O)Nc1ccc2c(c1)OCO2,10.2
COCCNC(=S)NN=C(C)c1ccc(C)o1,-14.3
CCc1nc(SCC(=O)c2cccs2)c2oc3ccccc3c2n1,3.6
CC(C(=O)O)n1c(O)c(C2=c3ccccc3=NC2=O)sc1=S (stereo not given),51.2
CCc1n[nH]c(=O)c(-c2nc(-c3cc(F)ccc3F)cs2)c1CC,1.8
CC(c1ccc(S(N)(=O)=O)cc1)N(C)C(=O)COc1ccc(F)cc1Br (stereo not given),4.7
Cn1nc(C(=O)NNC(=O)C2c3ccccc3Oc3ccccc32)c2ccccc2c1=O,10.4
COc1ccc(NC(=O)c2cc3c(cc2[N+](=O)[O-])OCCO3)c(OC)c1,-6.5
CCC(Cn1ccnc1)NC1CCN(c2ccccc2F)CC1 (stereo not given),-24.1
Cc1cnn(CCC(=O)NC2(c3ccc(Cl)cc3)CC2)c1,-8.5
Cc1ccc(N2CCC(C(=O)NCc3cc4ccccc4o3)C2=O)cc1C (stereo not given),-2.7
O=C(NCc1ccon1)C1CCCN(C2CCN(Cc3cccnc3)CC2)C1 (stereo not given),-5.3
CCOC(=O)C1CCN(c2c(C(=O)c3ccc(C)c(C)c3)cnc3cc4c(cc23)OCO4)CC1,-1.4
CC(C)(C)c1ccc(C(=O)NNC(=O)C2CCCCN2S(C)(=O)=O)cc1 (stereo not given),21.7
CC1=NOC(C)(CNC(=O)c2cc(C)nc3ccc(C)cc23)C1 (stereo not given),-17.0
O=C(NCc1ccccc1)NNC(=O)c1cccn(Cc2cccc(F)c2)c1=O,-5.1
CCCCOc1ccc(C(=O)NC(C)C2COc3ccccc3O2)cc1OC (stereo not given),-4.2
CCn1c(C)cc(C(=O)CSc2nnc(C)n2C2CCCCC2)c1C,0.3
CC(C)(CNC(=O)c1ccc(Cl)s1)N1CCS(=O)CC1,-5.5
CCCC(=O)Nc1cc2c(cc1OC)NC(=O)CC2c1cncn1CC (stereo not given),-8.4
COCC1(C(=O)NC2CC(=O)N(CCc3ccc(F)cc3)C2)CCC1 (stereo not given),-2.5
O=C(NC1(C(F)(F)F)N=C2SCCN2C1=O)c1ccccc1 (stereo not given),-1.2
OCc1cc(-c2ccc(N3CCCC3)nn2)ccc1F,-4.6
CCOC(=O)c1ccc2c(c1)NC(=O)C(C)N2 (stereo not given),3.4
O=C(Cc1csc(Cc2ccc(F)cc2)n1)Nc1ncccc1O,-0.1
COCCSc1nc2c(cnn2CCO)c(=O)[nH]1,-24.6
CCc1c(CN2CCN(C3CCCCC3)CC2)csc1C,1.6
CCOc1cc2nccc(N3CCc4cncnc4C3)c2cc1OCC,-4.2
CCCN(C(=O)Nc1ccccc1N1CCN(CC)CC1)C1CC(OCC)C1(C)C (stereo not given),4.7
Cc1cccc(C)c1OCC(O)Cn1cnc2cc(Cl)ccc2c1=O (stereo not given),-3.8
CCCc1cnc(-c2ccc(OC)nc2)nc1,-14.8

# (cont.)
SMILES,mcGAS MS inh
O=C(NCC(O)c1ccccc1C(F)(F)F)c1ccc2c(c1)OCO2 (stereo not given),10.3
CCN[C@@H]1C[C@H](N)[C@@H](O[C@H]2OC(CN)=CC[C@H]2N)[C@H](O)[C@H]1OC1OC[C@](C)(O)[C@H](NC)[C@H]1O (stereo not given in full),-1.2
CCCc1nc2ccccc2n2c(-c3ccc(OC)cc3)c3c(=O)n(C)c(=O)n(C)c3c12,-33.0
c1cncc(NCCNc2nccc(C3CCCC3)n2)c1,-8.5
CC(=N)Cc1oc2ccc(O)cc2c1[N+](=O)[O-],8.9
CC(NCC1(c2ccccc2)CCCC1)c1nnc(-c2ccccc2)o1 (stereo not given),-3.2
CC(=O)N1CCC(CN(C)C(=O)C2CC2c2ccc(Cl)cc2)C1 (stereo not given),-31.5
O=C(Nc1ncc(Cc2ccccc2Cl)s1)c1cnccn1,-5.7
CN(Cc1cnccn1)C(=O)c1cn(C2CCCCCC2)nn1,-12.4
CCCN1CC(NC2CCN(C(=O)c3ccccc3)CC2)CC1=O (stereo not given),-9.0
CC(c1cccnc1)N(C)Cc1ccc(-c2ccccn2)cc1 (stereo not given),-44.4
Oc1ccc(-c2nccn2-c2ccc(CN3CCCC3)cc2)cc1O,-15.1
CC1(C)C(c2ccccc2)=[N+]([O-])C(C(=O)O)N1O (stereo not given),2.3
CC(=O)NCCn1ccnc1-c1cccc(C(C)N(C)C)c1 (stereo not given),-8.8
CCCCn1nnnc1NCc1cc(Cl)c(OC)c(OC)c1,-2.0
CCCn1nc(C)c(CNS(=O)(=O)NCc2ccccc2)c1C,-12.1
Cc1ccc(CCNC(=O)C2CCC(=O)N(Cc3ccc(Cl)cc3)C2)o1 (stereo not given),-13.2
CC(=O)NC(C)(c1ccccc1)c1nc(-c2csc3ccccc23)cs1 (stereo not given),6.6
Cc1cn(CCn2cnc(-c3ccccc3)c2-c2cnc3ccccc3c2)nn1,-15.4
O=C(Nc1ccc(Oc2cccnc2)cc1)C1CCN(Cc2nccs2)CC1,-3.8
Cc1ccc(C(O)(CC(=O)OC(C)C(=O)N(C)C)C(F)(F)F)o1 (stereo not given),-14.4
COc1cccc(N2C=Nn3c(nnc3SCC(=O)c3ccc(Cl)cc3)C2)c1,-27.4
Cc1cc(CS(=O)(=O)c2nncn2C)on1,4.0
CN(C)c1ccc(N)cc1CN(Cc1cccc(F)c1)C(=O)C1CC1,-3.8
COc1cccc2c(NC(=O)c3ccncc3)c(C(=O)c3ccc(Cl)cc3)oc12,-7.6

# Given as labelled records: part of the list above.
Cc1ccc(CCNC(=O)C2CCC(=O)N(Cc3ccc(Cl)cc3)C2)o1 (stereo not given)
- mcGAS MS inh: -13.2
CC1(C)C(c2ccccc2)=[N+]([O-])C(C(=O)O)N1O (stereo not given)
- mcGAS MS inh: 2.3
O=C(Nc1ccc(Oc2cccnc2)cc1)C1CCN(Cc2nccs2)CC1
- mcGAS MS inh: -3.8
CC(=O)NCCn1ccnc1-c1cccc(C(C)N(C)C)c1 (stereo not given)
- mcGAS MS inh: -8.8

# Assay outcomes from PubChem BioAssay.
